# Screening results deposited in PubChem BioAssay by The Scripps Research Institute Molecular Screening Center.
# ssDAF-12 act: activates DAF-12 receptor from parasite S. stercoralis | AID 652126 | 370,000 tested, 1% active | activation, % at 6.8 µM | HEK293 ssDAF-12/GRIP1 lit1-tk-luc reporter, luminescence; % of 3 µM dafachronic acid response;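 active = activation above the mean over all tested compounds plus 3 SD, cut at about 0.9% in these data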;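 also: 0% = DMSO-only wells and 100% = 3 µM delta7-dafachronic acid wells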
# ADAM17 inh: inhibitors of human ADAM17 | recombinant ADAM17, EDANS/DABCYL FRET peptide cleavage | inhibition, % at 6.95 µM | 370,000 tested, 0.83% active | AID 720648;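 active = inhibition above the mean of compounds lying between control limits plus 3 SD, set per campaign, cut at about 8.5% in these data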;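 also: 0% = DMSO-only wells as the low control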
# ADAM10 inh: ADAM10 inhibition, QFRET primary screen. AID 720582. recombinant ADAM10, EDANS/DABCYL FRET peptide cleavage, 3 h. 370,000 tested, 0.62% active. O14672. inhibition, % at 7 µM;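 active = inhibition above a per-campaign cutoff equal to the mean of compounds falling between control-based bounds plus 3 SD, cut at about 20% in these data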;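 also: 0% = DMSO wells while the 100% control is not disclosed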
# DAX1 inh-1: blocks DAX1 repression of SF-1 activated StAR promoter; HEK293T StAR-luciferase reporter, SF-1/DAX-1 repression relief; inhibition, % at 6.8 µM; 370,000 tested, 1.1% active; AID 652010;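 active = inhibition above the mean over all tested compounds plus 3 SD, cut at about 3.6% in these data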;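 also: 0% = DAX-1 cells with DMSO and 100% = cells lacking DAX-1 with DMSO; higher inhibition means more luminescence from relief of DAX-1 repression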
# PLC-beta3 inh: PLC-beta3 (human) inhibition, primary screen | 370,000 tested, 0.18% active | Q01970 | inhibition, % at 12.2 µM | AID 720704 | Purified PLC-beta3, fluorogenic substrate, fluorescence; in the data active = inhibition above about 11%;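 also: 0% = median of compound wells on plate and 100% = full blocker control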
# sPLA2-III inh: Inhibits HGIII-sPLA2 liposome hydrolysis, primary screen; Q9NZ20; QFRET BODIPY PC-A2 liposome hydrolysis, fluorescence; inhibition, % at 12.2 µM; 370,000 tested, 0.56% active; AID 743126;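 active = inhibition above mean plus 3 SD of compounds lying within the high and low control bounds, cut at about 19% in these data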;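 also: 0% = median of test compound wells and 100% = no enzyme DMSO wells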
# PLCg1 inh: PLC-gamma1 (human) inhibition, primary screen; P19174; purified PLC-gamma1, fluorogenic substrate, fluorescence; inhibition, % at 12.2 µM; 370,000 tested, 0.84% active; in the data active = inhibition above about 9.5%
# Target sequence (P19174 whole entry, looked up): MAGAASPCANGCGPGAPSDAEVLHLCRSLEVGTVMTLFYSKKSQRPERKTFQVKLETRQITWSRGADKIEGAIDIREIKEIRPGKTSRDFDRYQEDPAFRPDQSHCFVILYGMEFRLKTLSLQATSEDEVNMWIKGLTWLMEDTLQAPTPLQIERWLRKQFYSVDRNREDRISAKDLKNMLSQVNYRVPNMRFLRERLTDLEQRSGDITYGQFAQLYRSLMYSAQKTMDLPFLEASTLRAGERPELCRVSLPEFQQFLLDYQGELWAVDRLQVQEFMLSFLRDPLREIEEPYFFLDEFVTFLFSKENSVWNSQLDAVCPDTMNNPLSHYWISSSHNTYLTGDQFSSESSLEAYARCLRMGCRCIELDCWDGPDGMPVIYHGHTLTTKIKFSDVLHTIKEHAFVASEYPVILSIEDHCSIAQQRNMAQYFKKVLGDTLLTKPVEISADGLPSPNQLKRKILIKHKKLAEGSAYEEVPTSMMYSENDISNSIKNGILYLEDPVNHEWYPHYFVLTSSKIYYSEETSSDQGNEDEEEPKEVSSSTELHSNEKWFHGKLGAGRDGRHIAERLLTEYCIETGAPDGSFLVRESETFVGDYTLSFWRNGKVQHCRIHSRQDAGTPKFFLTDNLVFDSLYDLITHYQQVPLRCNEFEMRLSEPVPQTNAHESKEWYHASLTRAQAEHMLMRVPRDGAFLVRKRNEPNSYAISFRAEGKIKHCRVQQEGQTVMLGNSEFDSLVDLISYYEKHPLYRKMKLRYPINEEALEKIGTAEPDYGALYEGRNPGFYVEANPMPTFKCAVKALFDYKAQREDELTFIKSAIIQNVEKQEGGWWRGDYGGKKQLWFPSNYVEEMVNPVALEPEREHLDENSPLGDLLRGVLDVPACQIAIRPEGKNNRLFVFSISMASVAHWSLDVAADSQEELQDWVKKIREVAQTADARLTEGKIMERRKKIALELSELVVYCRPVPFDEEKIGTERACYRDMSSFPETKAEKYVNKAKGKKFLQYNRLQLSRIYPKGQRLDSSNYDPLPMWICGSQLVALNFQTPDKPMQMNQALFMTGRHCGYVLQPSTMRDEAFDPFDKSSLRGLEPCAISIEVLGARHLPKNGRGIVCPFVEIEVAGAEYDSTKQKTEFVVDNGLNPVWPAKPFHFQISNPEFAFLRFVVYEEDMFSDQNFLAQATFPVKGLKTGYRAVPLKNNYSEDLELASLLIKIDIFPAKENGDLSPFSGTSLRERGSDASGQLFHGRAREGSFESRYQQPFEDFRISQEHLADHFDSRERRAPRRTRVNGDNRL
# DAX1 inh-2: inhibitors of human orphan nuclear receptor DAX1 (NR0B1); 340,000 tested, 0.99% active; inhibition, % at 6.75 µM; AID 504766; HEK293 Gal4-DAX1 luciferase reporter, luminescence; P51843;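 active = inhibition above the mean over all tested compounds plus 3 SD, cut at about 4.2% in these data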;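 also: 0% = DAX1-transfected cells with DMSO and 100% = empty-vector control cells with DMSO; inhibition shows as a rise in luminescence from relieved DAX1 repression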
# hgDAF12 agonist: hgDAF-12 agonism, primary luciferase screen. HEK293 GAL4-hgDAF12 UAS-luciferase reporter, agonist luminescence; normalized to butyrate control. 370,000 tested, 1.8% active. AID 687014. activation, % at 6.8 µM;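 active = activation above a cutoff set at the mean of all screened compounds plus 3 SD, cut at about 10% in these data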;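 also: 0% = DMSO wells and 100% = sodium butyrate wells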
# FXN GAA850 act: frataxin GAA850 promoter activation; HEK293 lucGAA850 FXN promoter luciferase reporter, 24 h; percent of 10 µM SAHA response; activation, % at 6 µM; 360,000 tested, 0.56% active; AID 540364;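 active = activation above the average of all compounds screened plus 3 SD, cutoff fixed separately per campaign, cut at about 7.5% in these data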;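 also: 0% = DMSO wells and 100% = 10 µM SAHA wells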
# hcDAF-12 act: H. contortus DAF-12 activation, primary screen. 370,000 tested, 1.4% active. HEK293 hcDAF-12 lit1-tk-luc reporter, luminescence; 0% DMSO, 100% Δ7-dafachronic acid. activation, % at 6.8 µM;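 active = activation above the mean of all tested compounds plus 3 SD, cut at about 5.5% in these data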;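 also: 100% = response to 3 µM Δ7-dafachronic acid high control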
# Starred values were filed as active, the others as inactive; / = not tested or not shown.
# Below each SMILES: ssDAF-12 act	ADAM17 inh	ADAM10 inh	DAX1 inh-1	PLC-beta3 inh	sPLA2-III inh	PLCg1 inh	DAX1 inh-2	hgDAF12 agonist	FXN GAA850 act	hcDAF-12 act
- CCOC(=O)Cc1csc(NC(=O)COc2c(C)cccc2C)n1
 : -2.0	-3.5	2.1	-0.3	-6.5	-1.1	1.9	1.1	-2.5	-0.9	-0.1
- O=c1c(Cc2c(F)cccc2Cl)c(O)ccn1Cc1ccc2c(c1)OCO2
 : -1.1	1.1	2.6	-0.2	-8.1	-3.1	2.7	1.1	-0.6	1.6	-0.3
- CCCc1cc(=O)[nH]c(SCC(=O)c2cc(C)n(-c3c(C)n(C)n(-c4ccccc4)c3=O)c2C)n1
 : -1.8	0.5	6.3	0.8	-3.6	-7.6	-1.7	2.1	-1.4	1.6	0.4
- COCCNC(=S)N(CCc1c(C)[nH]c2ccccc12)Cc1ccco1
 : -0.7	-2.9	3.2	-0.8	-7.2	-2.8	-2.7	1.5	-4.3	0.6	-1.2
- COCCN(C(=O)COC(=O)/C=C/c1ccc(C(F)(F)F)cc1)c1c(N)n(Cc2ccccc2)c(=O)[nH]c1=O
 : -1.5	-2.0	-8.4	1.2	0.3	3.4	-3.1	2.7	0.7	-0.9	0.1
- CN(CC(=O)Nc1ccncc1)S(=O)(=O)c1ccccc1
 : -1.6	-0.4	1.3	-0.6	0.6	-4.0	-3.4	0.0	-0.3	1.3	-0.6
- C[C@H]1CN([C@@H](C)CO)C(=O)CCCn2nncc2CO[C@@H]1CN(C)Cc1cccc(O)c1
 : 0.0	-3.8	-5.3	1.4	0.1	8.9	0.5	1.2	-2.5	1.1	0.7
- CCn1c(COc2cccc3ccccc23)nnc1SCC(=O)OC1CCCCC1
 : -0.8	3.9	13.6	0.0	5.5	-0.3	2.5	-0.4	0.5	0.7	-0.6
- C=CCN1CCN(C(c2cccc(OC)c2OC)c2nnnn2CCC(C)C)CC1 (centres undefined)
 : -1.2	-1.4	3.2	-0.2	6.4	-6.7	2.8	1.1	0.8	-0.1	-1.5
- O=C1OCCN1C(=O)[C@H]1[C@H](c2ccccc2)C(c2ccc(F)cc2)=NN1c1ccc(Br)cc1
 : -1.6	-23.0	-65.1	-2.1	-48.5	-1.6	-29.8	-1.0	3.9	-2.5	-1.2
- CCOC(=O)c1ccc(CN(Cc2ccc(C)cc2)S(=O)(=O)c2cccc([N+](=O)[O-])c2)cc1
 : -1.1	-4.2	-6.8	0.1	-0.5	5.3	3.0	0.3	0.1	1.1	-0.4
- NS(=O)(=O)c1ccc(NC(=O)COc2ccc(S(=O)(=O)N3CCCC3)cc2)cc1
 : -0.2	-0.6	0.6	-0.4	-4.1	-9.3	-4.0	3.3	-0.5	0.2	-1.8
- CCOc1cccc2cc(C(=O)N3CCc4ccccc4C3)c(=O)oc12
 : -0.8	-4.6	-12.9	-0.1	-47.0	-5.4	-31.5	-0.2	-1.0	2.1	0.0
- COCCn1c(SCC(=O)N2CCCc3ccccc32)nnc1-c1ccoc1C
 : 0.1	-4.6	-3.7	-0.1	-2.5	-0.7	-1.5	1.2	1.7	-1.5	-0.6
- Cc1cc(NC(=O)c2ccc([N+](=O)[O-])o2)ccc1NC(=O)c1ccco1
 : -2.0	0.5	4.0	-2.7	5.2	8.0	3.0	-2.6	-5.5	4.9	1.1
- CN(Cc1ccc(Br)s1)C(=O)CNC(=O)c1ccc2c(c1)OCO2
 : -1.4	-7.6	-6.3	1.3	-8.8	1.5	-1.5	-0.1	0.1	-1.0	-1.0
- O=C(c1ccccc1)c1ccc(-c2ccc(O)cc2)cc1
 : -0.5	4.4	4.7	0.5	-86.7	-12.0	-62.5	0.0	5.4	6.8	-0.7
- C[C@@H]1CCCCO[C@H](CN(C)S(=O)(=O)c2cn(C)cn2)[C@@H](C)CN([C@H](C)CO)C(=O)c2cc(NC(=O)c3ccncc3)ccc2O1
 : -1.3	5.9	3.8	-0.4	1.2	3.6	5.8	1.3	-2.2	-0.7	0.7
- NC(=O)c1c(N)[nH]c(C(=O)c2ccccc2)c1-c1ccncc1
 : -0.7	-2.7	-25.2	2.0	-4.2	13.1	-1.6	/	1.8	/	-0.9
- CC1CCN(C(=O)COC(=O)CNC(=O)C23CC4CC(CC(C4)C2)C3)CC1
 : -0.8	-3.5	-7.2	1.1	2.2	0.3	0.2	1.2	1.5	-0.5	-0.9

# Single records, as listed above. Values in the order: ssDAF-12 act	ADAM17 inh	ADAM10 inh	DAX1 inh-1	PLC-beta3 inh	sPLA2-III inh	PLCg1 inh	DAX1 inh-2	hgDAF12 agonist	FXN GAA850 act	hcDAF-12 act
# C[C@H]1CN([C@@H](C)CO)C(=O)CCCn2nncc2CO[C@@H]1CN(C)Cc1cccc(O)c1 as listed: 0.0	-3.8	-5.3	1.4	0.1	8.9	0.5	1.2	-2.5	1.1	0.7
# O=C(c1ccccc1)c1ccc(-c2ccc(O)cc2)cc1 as listed: -0.5	4.4	4.7	0.5	-86.7	-12.0	-62.5	0.0	5.4	6.8	-0.7

# Copied from the list:
# `C=CCN1CCN(C(c2cccc(OC)c2OC)c2nnnn2CCC(C)C)CC1` (centres undefined) | ADAM10 inh: 3.2
# `NS(=O)(=O)c1ccc(NC(=O)COc2ccc(S(=O)(=O)N3CCCC3)cc2)cc1` | ADAM17 inh: -0.6
# `COCCN(C(=O)COC(=O)/C=C/c1ccc(C(F)(F)F)cc1)c1c(N)n(Cc2ccccc2)c(=O)[nH]c1=O` | DAX1 inh-2: 2.7
# `COCCNC(=S)N(CCc1c(C)[nH]c2ccccc12)Cc1ccco1` | FXN GAA850 act: 0.6
# `CCOc1cccc2cc(C(=O)N3CCc4ccccc4C3)c(=O)oc12` | PLC-beta3 inh: -47.0

# Additional structures follow.
# Below each SMILES: ssDAF-12 act	ADAM17 inh	ADAM10 inh	DAX1 inh-1	PLC-beta3 inh	sPLA2-III inh	PLCg1 inh	DAX1 inh-2	hgDAF12 agonist	FXN GAA850 act	hcDAF-12 act
- C[C@@H]1ON(C)[C@H]2C[C@H]3c4[nH]c5ccc(-c6ccc7c(c6)OCO7)cc5c4CCN3C(=O)[C@@H]12
 : -1.4	-55.3	-117.5	-2.4	-351.9	-23.5	-268.4	0.8	3.1	-2.3	-0.1
- Cn1nc(C(C)(C)C)cc1C(=O)N1CCCCC1c1cc(C(=O)Nc2ccccc2Cl)no1 (centres undefined)
 : -2.1	2.4	-13.1	-3.0	-0.7	-0.8	3.4	/	-4.8	-0.2	-1.2
- O=C(CCc1nc2ccccc2c(=O)[nH]1)N1CCN(S(=O)(=O)c2ccccc2Br)CC1
 : -1.4	-3.7	-9.0	-2.5	-7.4	-6.8	-1.6	-0.5	-6.9	-2.2	-2.0
- CCc1nc2oc3cc(OC)ccc3c(=O)c2c(=O)n1Cc1ccco1
 : -1.3	-4.4	-22.7	-0.1	-4.3	-6.4	-4.1	-2.1	-1.3	-1.8	-1.9

# At a glance, some entries already given:
# Below each SMILES: ssDAF-12 act	ADAM17 inh	ADAM10 inh	DAX1 inh-1	PLC-beta3 inh	sPLA2-III inh	PLCg1 inh	DAX1 inh-2	hgDAF12 agonist	FXN GAA850 act	hcDAF-12 act
- Cn1nc(C(C)(C)C)cc1C(=O)N1CCCCC1c1cc(C(=O)Nc2ccccc2Cl)no1 (centres undefined)
 : -2.1	2.4	-13.1	-3.0	-0.7	-0.8	3.4	/	-4.8	-0.2	-1.2
- O=C(CCc1nc2ccccc2c(=O)[nH]1)N1CCN(S(=O)(=O)c2ccccc2Br)CC1
 : -1.4	-3.7	-9.0	-2.5	-7.4	-6.8	-1.6	-0.5	-6.9	-2.2	-2.0
